SRC1 TRFRET art = counter-screen for PPARgamma SRC-1 recruitment agonists: TR-FRET artefact. TR-FRET ratio at 8 µM. actives 0.34% (n = 99,000). TR-FRET detection artefact counter-screen, emission ratio; active compounds read high; in the data active = TR-FRET ratio above about 2300; note: inactives centre near 1800; reference of the scale not given here
SRC3 TRFRET art = TR-FRET artefact, counter-screen to PPARgamma/SRC-3 agonist assay; PPARgamma/SRC-3 format; active compounds read high; TR-FRET ratio at 8 µM; actives 0.39% (n = 99,000); AID 1048; in the data active = TR-FRET ratio above about 2000; note: inactives centre near 1600; reference of the scale not given here
Active calls of the source: *. An excerpt; count on the stated rates, not on these rows.

SMILES	SRC1 TRFRET art	SRC3 TRFRET art
O=C(NC(=S)Nc1ccc(S(=O)(=O)Nc2ncccn2)cc1)c1ccc(Br)cc1	1581	1554
COc1ccc2c(c1)CC/C2=N\NC(=O)c1ccccc1	1570	1434
Cc1occc1C(=O)N/N=C/C=C\c1ccccc1[N+](=O)[O-]	1846	1550
CC12COC3(C(=O)Nc4ccc(Cl)cc4)CC1CCC32C (stereo not drawn)	1775	1559
Cc1nc2n(n1)C(O)c1cc([N+](=O)[O-])ccc1S2 (stereo not drawn)	1594	1400
Cc1ccc(CNC(=O)C2=NNC(=O)CC2)cc1	1838	1432
CC1(C)CN(c2ccc(-c3ccnc4ncnn34)cc2)C1=O	2057	1636
O=S(=O)(c1ccc(Cl)cc1)N1CCN(Cc2ccc(O)c3ncccc23)CC1	1815	1636

Molecules listed so far containing a carbonyl joined to an NH by a bond outside any ring:
SMILES	SRC1 TRFRET art	SRC3 TRFRET art
O=C(NC(=S)Nc1ccc(S(=O)(=O)Nc2ncccn2)cc1)c1ccc(Br)cc1	1581	1554
COc1ccc2c(c1)CC/C2=N\NC(=O)c1ccccc1	1570	1434
Cc1occc1C(=O)N/N=C/C=C\c1ccccc1[N+](=O)[O-]	1846	1550
CC12COC3(C(=O)Nc4ccc(Cl)cc4)CC1CCC32C (stereo not drawn)	1775	1559
Cc1ccc(CNC(=O)C2=NNC(=O)CC2)cc1	1838	1432

From PubChem
